TbHK1 inh = blocks Trypanosoma brucei hexokinase 1 activity; 220,000 compounds, 0.11% hits; recombinant TbHK1, G6PDH-coupled NADH A340; inhibition, % at 10 µM; AID 1430;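 active means inhibition of 50% or more in the single-dose primary screen; inactive means inhibition below 50%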
14-3-3 Bad PPI = disrupts binding of bovine 14-3-3 zeta to phospho-Bad peptide. 220,000 compounds, 0.71% hits. P63103. TR-FRET 14-3-3zeta/Dy647-pBad peptide displacement, 1 h. inhibition, % at 21.7 µM;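 active means inhibition above about 70%, limit read from the data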;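 further: 0% = full 14-3-3 plus peptide FRET controls and 100% = background without 14-3-3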
Target sequence (P63103 whole entry, looked up): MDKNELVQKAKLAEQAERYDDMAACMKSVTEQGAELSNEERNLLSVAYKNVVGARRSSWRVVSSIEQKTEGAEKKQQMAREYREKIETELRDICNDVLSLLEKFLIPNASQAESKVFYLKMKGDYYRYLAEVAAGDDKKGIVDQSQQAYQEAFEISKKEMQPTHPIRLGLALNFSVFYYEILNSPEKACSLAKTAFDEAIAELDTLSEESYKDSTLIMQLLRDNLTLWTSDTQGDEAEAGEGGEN
eIF4E-4G inh = blocks eIF4E binding to eIF4G. P63073+Q04637. TR-FRET eIF4E-eIF4GI(517-606) binding, 2 h. inhibition, % at 21.7 µM. 220,000 compounds, 0.37% hits. AID 782;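 active means inhibition above about 30%, limit read from the data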;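 further: 0% = full FRET control wells and 100% = background wells lacking eIF4GI fragment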
m-calpain inh = inhibitors of pig calpain II | purified calpain II, fluorogenic peptide substrate, 30 min | inhibition, % at 16 µM | 220,000 compounds, 0.37% hits;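 active means inhibition above about 50%, limit read from the data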
Rad51 HR inh = Rad51 (human) homologous recombination inhibition | 200,000 compounds, 0.085% hits | inhibition, % at 10 µM | hRad51 DNA strand exchange, fluorescence dequenching | AID 1385;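 active means inhibition above 40% at the single screening dose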;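 further: 0% = DMSO control wells and 100% = blanks with heterologous ssDNA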
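Assay system: Human Rad51 nucleoprotein filaments preassembled on unlabelled ssDNA | Reagent: Donor/quencher-labelled 47-bp dsDNA substrate | Doses: One concentration, 10 µM final | Times: 37 °C 15-min filament assembly, 30-min compound preincubation, 15-min exchange | Technique: Fluorescein emission 520 nm, excitation 485 nm | Benchmarks: Plate control and blank wells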
EP2 mod = EP2 receptor (human) modulation. P43116. AID 940. 260,000 compounds, 0.83% hits. induction, % at 25 µM. EP2-expressing cells, cAMP HTRF FRET, PGE2 co-stimulation;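 active means compounds whose cAMP rise, as percent of the full-agonist control response, exceeds 60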;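 further: rat C6 glioma line stably carrying human EP2 under a CMV promoter; the protocol text gives 20 µM as final concentration; 100% = response of wells given 1 µM PGE2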
Hck-Nef inh = inhibitors of human Hck kinase activated by Nef; AID 463187; 220,000 compounds, 0.68% hits; inhibition, % at 20 µM; Recombinant Hck-YEEI plus Nef, Z-Lyte FRET kinase assay; P08631;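 active means Hck-Nef kinase inhibition above about 50%, limit read from the data; inactive means inhibition below that limit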;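 further: 0% = DMSO with Hck plus Nef and 100% = Hck alone without Nef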
Target sequence (P08631 whole entry, looked up): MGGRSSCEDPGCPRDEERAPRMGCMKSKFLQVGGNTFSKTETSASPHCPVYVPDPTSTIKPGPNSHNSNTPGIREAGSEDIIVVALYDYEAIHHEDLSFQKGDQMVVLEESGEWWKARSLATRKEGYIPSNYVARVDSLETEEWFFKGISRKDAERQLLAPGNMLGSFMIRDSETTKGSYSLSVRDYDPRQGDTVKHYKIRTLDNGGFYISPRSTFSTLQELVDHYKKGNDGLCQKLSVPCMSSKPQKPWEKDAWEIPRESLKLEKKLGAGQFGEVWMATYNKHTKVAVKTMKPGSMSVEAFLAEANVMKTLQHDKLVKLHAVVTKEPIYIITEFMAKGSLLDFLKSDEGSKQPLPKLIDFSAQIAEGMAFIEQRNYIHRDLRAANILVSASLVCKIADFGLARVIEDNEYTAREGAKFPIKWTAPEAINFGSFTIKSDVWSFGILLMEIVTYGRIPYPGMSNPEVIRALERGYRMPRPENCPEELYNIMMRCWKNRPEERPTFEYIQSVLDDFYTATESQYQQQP
L929 necroptosis = blocks zVAD induced death of L929 cells; L929 zVAD necroptosis rescue, ATP luminescence, 24 h; with zVAD 60 µM; viability rescue, % at 10 µM; 220,000 compounds, 0.38% hits;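 active means activation, scaled between plate controls, above about 75%, limit read from the data; inactive means activation under that limit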;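 further: 0% = zVAD with DMSO and 100% = DMSO alone without zVAD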
PGE2 EP2 inh = blocks the human prostaglandin E2 receptor EP2; P43116; C6 glioma cells expressing human EP2, cAMP TR-FRET; cells stimulated with saturating PGE2; inhibition, % at 25 µM; 260,000 compounds, 0.52% hits;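 active means percent inhibition above 40 after rounding to a whole number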;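 further: rat C6 glioma host cells with rolipram phosphodiesterase inhibitor present; the protocol text gives 20 µM as final concentration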
* marks the source's active call; other numbers are inactive results; . = no result given; & = joins results of further samples; [ ] = another dose, or the depositor's remark. This is a subset (hit frequency here may not be typical).

SMILES	TbHK1 inh	14-3-3 Bad PPI	eIF4E-4G inh	m-calpain inh	Rad51 HR inh	EP2 mod	Hck-Nef inh	L929 necroptosis	PGE2 EP2 inh
Clc1ccc2nc(-c3ccccc3)c(CN3CCOCC3)n2c1	-3	9	0	12	-1	11	0	-0.2	3
CCOC(=O)NC(Nc1ccc(S(N)(=O)=O)cc1)(C(=O)OCC)C(F)(F)F (stereo not drawn)	7	14	4	15	8	3	0	-0.1	24
CCN(CC)C(=S)SCC(=O)Nc1nc(=O)c2ccccc2s1	2	5	11	6	-6	-25	2	0.0	3
O=C1CN2CCC1C/C2=C\c1ccnc2c(Cl)cccc12 (stereo not drawn)	-13	7	1	-12	13	-27	10	0.3	5
O=[N+]([O-])c1cc(F)c(N2CCOCC2)cc1N1CCCCC1	-3	-1	0	-6	.	-12	2	0.0	8
N#CCc1cnc2ccccc2n1	-5	7	4	6	5	-1	16	0.3	11
C(=C\c1ccco1)/c1nc2ccccc2[nH]1	-63	-7	1	-69	.	-29	19	-0.5	4
CN(CCO)CCOCCOc1cccc2ccccc12	1	6	0	5	-3	-7	30	1.7	2
Nc1nc(NCCO)nc(NCC2CCCO2)c1[N+](=O)[O-] (stereo not drawn)	-41	-1[fluorescence artefact?]	5	6	5	10	3	1.5	3
Cn1c(N/N=C2\CCCc3ccccc32)nc2c1c(=O)n(Cc1ccc(F)cc1)c(=O)n2C	-22	96*	25	-181	-16	15	56*	5.8	3
NC(CSCc1cccc(Br)c1)C(=O)O (stereo not drawn)	6	-4	3	-41	-3	4	19	1.8	14
Clc1ccc(-c2nnc3n2CCCS3)cc1	3	0	0	-10	2	-9	1	0.1	8
OC[C@H]1OC(Nc2ccc(N=Nc3ccccc3)cc2)[C@@H](O)[C@@H](O)[C@@H]1O (stereo partly drawn)	-33	4	-1	2	11	-18	17	1.4	4
COc1cc2c(cc1OC)C(C1(O)CCCCC1)NCC2 (stereo not drawn)	8	-6	-1	-8	.	-16	2	1.8	8
NC(=O)NC(c1ccccc1)c1cccc2ccccc12 (stereo not drawn)	-2	-2[fluorescence artefact?]	-1[fluorescence artefact?]	-9	-9	13	-1	-0.8	-4
CC1CCc2c(sc3ncn(CC(=O)N=Nc4c(O)[nH]c5ccccc45)c(=O)c23)C1 (stereo not drawn)	-24	39	-13	-71	-3	-1	45	0.1	6
CCn1c(SCC(=O)Nc2ccccc2)nnc1-c1cccs1	-5	-1	-3	-15	12	28	18	0.1	11
COc1cc(NS(=O)(=O)c2ccc(N/C=C\C(=O)c3ccc(C)cc3)cc2)nc(OC)n1	-30	.	.	.	.	.	24	0.1	20
O=C(O)CCCC(=O)N1CCN(c2ncccn2)CC1	1	-16	-5	-18	17	2	10	0.4	9
Cc1ccc(S(=O)(=O)Nc2ccc3c(c2)n(C)c(=O)n3C)c(C)c1	-7	-4	-6	13	.	-2	3	0.9	7

Look-ups from above:
In L929 necroptosis, C(=C\c1ccco1)/c1nc2ccccc2[nH]1 has the entry -0.5
In PGE2 EP2 inh, Cc1ccc(S(=O)(=O)Nc2ccc3c(c2)n(C)c(=O)n3C)c(C)c1 has the entry 7
In eIF4E-4G inh, Clc1ccc(-c2nnc3n2CCCS3)cc1 has the entry 0
In PGE2 EP2 inh, NC(=O)NC(c1ccccc1)c1cccc2ccccc12 (stereo not drawn) has the entry -4
In eIF4E-4G inh, CCN(CC)C(=S)SCC(=O)Nc1nc(=O)c2ccccc2s1 has the entry 11
In m-calpain inh, CN(CCO)CCOCCOc1cccc2ccccc12 has the entry 5
In Hck-Nef inh, O=C(O)CCCC(=O)N1CCN(c2ncccn2)CC1 has the entry 10

Other entries
SMILES	TbHK1 inh	14-3-3 Bad PPI	eIF4E-4G inh	m-calpain inh	Rad51 HR inh	EP2 mod	Hck-Nef inh	L929 necroptosis	PGE2 EP2 inh
C=CCn1c(SCC(N)=O)nnc1-c1cc(Br)ccc1O	-1	-6[fluorescence artefact?]	-1[fluorescence artefact?]	-4	7	2	3	-0.1	8
S=C(NCc1ccccc1)N1CCc2ccccc2C1	-4	-9	2	7	.	-6	1	-0.3	2
CCOCCCNC(=O)Cn1cnc2sc(C)c(S(=O)(=O)N3CCN(c4ncccn4)CC3)c2c1=O	-5	5	-1	-37	9	28	0	0.2	10
N/C(=N\OC(=O)c1ccc2ccccc2c1)c1ccncc1	2	9	2	24	-6	-46	12	-1.3	7
COc1ccc(C(=O)COC(=O)C2CCCN2C(=O)C23CC4CC(CC(C4)C2)C3)cc1 (stereo not drawn)	38	-7	3	16	10	11	2	-0.2	4
CCc1nnc(NC(=O)c2ccc(-c3ccccc3F)o2)s1	-16	9	-2	8	5	-13	21	0.9	5
Cn1c(=O)cc(OCC(=O)NCCCN2CCN(c3ccccc3F)CC2)c2ccccc21	1	22	4	9	0	-28	-1	0.0	6
COc1ccc(-n2nc(C(=O)NCC(=O)N3CCN(C)CC3)c3ccccc3c2=O)cc1OC	-15	-12	-5	-12	0	13	-2	-0.8	12
CCOC(=O)C1CCCN(C(=O)CN(c2ccc(OC)cc2)S(=O)(=O)c2c(C)noc2C)C1 (stereo not drawn)	0	-2[fluorescence artefact?]	1[fluorescence artefact?]	-9	6	21	6	-0.5	14
CCc1ccccc1N(CC(=O)N1CCN(c2ccccc2F)CC1)S(C)(=O)=O	-1	5	1	-5	1	6	-1	0.5	4
O=C(CSc1ncnc2nc[nH]c12)N1CCN(c2ccccc2)CC1	6	-9	-1	18	0	-12	1	-0.2	0
CC1CCCCN1CCNC(=O)c1ccc2c(=O)n(CCc3ccccc3)c(=O)[nH]c2c1 (stereo not drawn)	-2	.	.	-78	.	-37	11	3.9	.
CCCOn1c(OCC(C)C)nc2ccccc2c1=O	7	1	4	-11	-11	49	3	1.4	11
Cc1ccc(-c2nnc3c4ccccc4c(C)nn23)cc1S(=O)(=O)N1CCN(CCO)CC1	-16	-4	5	-36	4	6	-1	-0.8	4
CN(C)/C(=N\O)c1c(Cl)cccc1Cl	-8	-1	3	8	-10	-16	-4	-0.2	12
CNC(=O)c1ccc(NC(=O)/C=C/c2cccc(F)c2)cc1	-6	-4	-3	-31	-3	-30	23	-0.9	5
C[N+]1(CC(=O)NNc2c3ccccc3nc3ccccc23)CCOCC1	-7	-18	0	-21	-25	-34&-15	18	17	8&14
Cc1ccc(OCC(=O)O)c(-n2nc3ccccc3n2)c1	-4	3	4	-2	5	6	1	-0.1	6
COc1ccccc1OCCCOc1c(C)cc(C)cc1Br	30	-7	-1	-11	.	14	0	0.6	22
Cc1c(-c2ccccc2)nc(N)c(C#N)c1-c1ccco1	23	-7	-11	-41	-5	18	3	-0.1	8
COC(=O)CCC(=O)Nc1sc(Cc2ccccc2)c(C)c1C(N)=O	34	15	9	22	0	-20&-30	-19	1.1	9&8
C/C(Cc1ccccc1)=N\NC(=O)c1cccnc1	21	-6	-3	0	.	1	1	-0.2	10
COc1ccc(OCCOCCN2CCc3ccccc3C2)cc1	-6	46	3	-60	-6	-24	1	-0.9	3
Cc1ccc2nc3c(cc(C#N)c(=N)n3Cc3cccnc3)c(=O)n2c1	-3	-4	-1	-117	1	10	16	-0.4	2
CCOc1ccc(NC(=O)C/C(N)=N/O)cc1	-3	9	-3	2	1	-4	-1	0.4	2
CCOC(=O)N1CCN(C(=O)COc2cccc3c2CCN(Cc2ccccc2C)C3=O)CC1	0	4	3[fluorescence artefact?]	9	-11	2	0	-0.7	9
CC(OC(=O)c1cccc(NS(C)(=O)=O)c1)C(=O)Nc1ccc(N2CCOCC2)cc1 (stereo not drawn)	-4	-6	4[fluorescence artefact?]	-4	-6	-6	4	-0.5	10
COc1ccccc1N1CCN(/N=C/c2cccc(OC)c2OC)CC1	-11	-6	3	-17	8	-15	-35	2.3	11
Cc1ccc([N+](=O)[O-])c(OCCCN2CCCCCC2)c1	-15	33	-1	-7	.	6	6	-0.7	3
CCOc1ccc2nc(SCC(=O)NC(=O)NCc3ccco3)[nH]c2c1	0	-1	-6	-115	9	15	1	-0.1	11
Cc1ccccc1-n1ncc(C(C)NC(=O)c2ccco2)c1C (stereo not drawn)	1	-15	2	-18	22	6	-2	0.5	3
O=C(NCc1ccccc1)C(c1cccnc1)N(Cc1ccco1)C(=O)c1ccccn1 (stereo not drawn)	3	-9	-8	-37	0	-2	-2	-0.1	10
NCC(c1ccccc1)c1c[nH]c2ccccc12 (stereo not drawn)	7	-10	2	3	-4	-28	-13	-0.5	3
Cc1ccc(NC(=O)c2oc3ccccc3c2C)c([N+](=O)[O-])c1	-13	-10	3	-21	23	30	17	2.7	0
O=C(c1cnc2ccccn2c1=O)N1CCCc2ccccc21	-26	-13	-7	9	1	18	-2	2.6	4
CC(C)(C)C(=O)NC(n1cnc2c(N3CCOCC3)ncnc21)C(Cl)(Cl)Cl (stereo not drawn)	0	3	-1	24	-12	-43	11	1.2	2
COc1cc(C(C)=O)ccc1Oc1ncnc2c1cnn2-c1ccc(C)c(C)c1	-9	8	9	-11	5	-3	4	-0.1	9
Cc1cc2c(ncn2C(C)C)c(NS(=O)(=O)c2ccc(F)cc2)c1C	-7	-2	2	-3	1	25	19	0.0	14
CC(=O)N1CCc2[nH]c3ccccc3c2C1	18	-19	4	-13	-4	-8	-3	-0.3	9
COC(=O)CCCC(=O)N1CCCC(CCC(=O)NCc2ccc(F)c(F)c2)C1 (stereo not drawn)	-7	-16	-1	-38	-4	7	18	0.8	16
CCN(CC)c1ccc(NC(=O)c2ccc3c(c2)c(C)c(C)n3C)cc1	-2	21	23	-45	2	-100	26	50	22
COc1ccccc1NS(=O)(=O)c1ccc(Cl)c(NC(=O)C(C)N2C(=O)c3ccccc3C2=O)c1 (stereo not drawn)	32	-15	-18	-2	2	-15	-2	-0.5	3
COc1ccc(Br)c2oc(SC)cc(=O)c12	-5	9	-2[fluorescence artefact?]	-15	-4	12	-6	3.3	12
Nc1cccnc1-n1nc(C(F)(F)F)cc1C(F)(F)F	-5	-17	1	-14	-7	28	19	2.4	12
O=C(O)CN(c1ccccn1)S(=O)(=O)c1ccc(Cl)cc1	-13	20	-1	-61	-5	7	2	1.1	5
CCOC(=O)C1CCN(C(=O)CN(c2ccc(Oc3ccccc3)cc2)S(C)(=O)=O)CC1	-6	-4	8	4	19	-9	17	1.5	1
O=C(CSc1ccc(-c2ccccn2)nn1)N1CCCCC1	-4	-9	-4	10	-5	-27	9	2.4	7
CCOc1ncccc1C(=O)OCc1c(F)cccc1Cl	-2	-2	-2	26	5	33	-33	2.4	7
CN(C)CCC(c1ccc(Cl)cc1)c1ccccn1 (stereo not drawn)	2	2&-4	2&-2	-19&-4	-1&-5	15&15	-4	-0.9	14&10&11
CN1C(=O)/C(=C/c2ccccc2Cl)Sc2ccc(C(=O)NCc3cccnc3)cc21	-11	-17	1	47	-6	15	22	2.3	5
O=C(c1cc(C(=O)c2ccco2)cc(C(=O)c2ccco2)c1)c1ccco1	-1	18	5	6	28	6	-1	-0.7	5

Printed as active in 14-3-3 Bad PPI, among the entries above:
canonical_smiles,TbHK1 inh,14-3-3 Bad PPI,eIF4E-4G inh,m-calpain inh,Rad51 HR inh,EP2 mod,Hck-Nef inh
Cn1c(N/N=C2\CCCc3ccccc32)nc2c1c(=O)n(Cc1ccc(F)cc1)c(=O)n2C,-22,96*,25,-181,-16,15,56*
